Hsp90 inh: displaces geldanamycin probe from tumor Hsp90 | P07900 | NCI-N417 lysate Hsp90, Cy3B-geldanamycin FP displacement | inhibition, % at 30 µM | 64,000 tested, 0.35% active | AID 429;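 active = inhibition above 50%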;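 note: 0% = tracer plus lysate wells and 100% = tracer alone without lysate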
M1 ag: activates the M1 muscarinic receptor | 64,000 tested, 3% active | CHO-M1 cells, Fluo-4 calcium fluorescence, agonist mode; active compounds read high | B-score at 10 µM | AID 626;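 active = fluorescence rise, raw or as B-score row- and column-corrected plate score, outside the 99.7% band of its plate's samples, either direction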
HTR1A agonist: 5-HT1a (human) receptor agonism; P08908; CHO 5-HT1a Ga15 NFAT-bla reporter, FRET ratio; 0% basal, 100% maximal reference agonist; activation, % at 10 µM; 65,000 tested, 0.56% active; AID 567;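 active = activation above the screen-wide mean activation plus 3 SD, cut at about 19% in these data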;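 note: 0% = DMSO wells and 100% = 5-CT at EC100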
D1 allo mod: D1 dopamine receptor (human) allosteric modulation; P21728; HEK293 D1, CRE-luciferase, dopamine EC30 potentiation; actives deviate in either direction; B-score at 10 µM; 58,000 tested, 5.9% active; AID 641;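 active = luminescence count or its row- and column-corrected plate score outside the 99.7% band of the plate's sample wells, on either side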
Ec RNAP inh: Escherichia coli RNA polymerase inhibition; 62,000 tested, 0.2% active; inhibition, %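 (tested at 10 µM)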; P0A8V2; E. coli RNA polymerase, fluorescence transcription assay; in the data active = inhibition above about 20%;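 note: 0% = enzyme without compound and 100% = no enzyme blank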
NADH coupling: blocks coupling enzymes of NAD/NADH assays; 65,000 tested, 0.02% active; AID 774; IC50, µM (series often up to 10 µM), for the others: at the top dose inhibition; coupled PK/LDH NADH assays, four targets;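 active = single-dose screening hits from any of four coupled enzyme assays that gave an IC50 when retested across doses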;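 note: the DPM-DC format reads NADH fluorescence rather than 340 nm absorbance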
Her2 expr inh: inhibitors of human Her2 kinase expression. HER2 level % of control, % at 10 µM. AID 645. 65,000 tested, 0.69% active. P04626. SKBR-3 HER2 protein level, AlphaScreen, 18-24 h; active compounds read low;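 active = HER2 level under 5% of the carrier-only control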;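 note: 100% = DMSO carrier and 0% = 500 nM PU-H71 HSP90 inhibitor; lower value means stronger loss of Her2 protein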
Target sequence (P04626 whole entry, looked up): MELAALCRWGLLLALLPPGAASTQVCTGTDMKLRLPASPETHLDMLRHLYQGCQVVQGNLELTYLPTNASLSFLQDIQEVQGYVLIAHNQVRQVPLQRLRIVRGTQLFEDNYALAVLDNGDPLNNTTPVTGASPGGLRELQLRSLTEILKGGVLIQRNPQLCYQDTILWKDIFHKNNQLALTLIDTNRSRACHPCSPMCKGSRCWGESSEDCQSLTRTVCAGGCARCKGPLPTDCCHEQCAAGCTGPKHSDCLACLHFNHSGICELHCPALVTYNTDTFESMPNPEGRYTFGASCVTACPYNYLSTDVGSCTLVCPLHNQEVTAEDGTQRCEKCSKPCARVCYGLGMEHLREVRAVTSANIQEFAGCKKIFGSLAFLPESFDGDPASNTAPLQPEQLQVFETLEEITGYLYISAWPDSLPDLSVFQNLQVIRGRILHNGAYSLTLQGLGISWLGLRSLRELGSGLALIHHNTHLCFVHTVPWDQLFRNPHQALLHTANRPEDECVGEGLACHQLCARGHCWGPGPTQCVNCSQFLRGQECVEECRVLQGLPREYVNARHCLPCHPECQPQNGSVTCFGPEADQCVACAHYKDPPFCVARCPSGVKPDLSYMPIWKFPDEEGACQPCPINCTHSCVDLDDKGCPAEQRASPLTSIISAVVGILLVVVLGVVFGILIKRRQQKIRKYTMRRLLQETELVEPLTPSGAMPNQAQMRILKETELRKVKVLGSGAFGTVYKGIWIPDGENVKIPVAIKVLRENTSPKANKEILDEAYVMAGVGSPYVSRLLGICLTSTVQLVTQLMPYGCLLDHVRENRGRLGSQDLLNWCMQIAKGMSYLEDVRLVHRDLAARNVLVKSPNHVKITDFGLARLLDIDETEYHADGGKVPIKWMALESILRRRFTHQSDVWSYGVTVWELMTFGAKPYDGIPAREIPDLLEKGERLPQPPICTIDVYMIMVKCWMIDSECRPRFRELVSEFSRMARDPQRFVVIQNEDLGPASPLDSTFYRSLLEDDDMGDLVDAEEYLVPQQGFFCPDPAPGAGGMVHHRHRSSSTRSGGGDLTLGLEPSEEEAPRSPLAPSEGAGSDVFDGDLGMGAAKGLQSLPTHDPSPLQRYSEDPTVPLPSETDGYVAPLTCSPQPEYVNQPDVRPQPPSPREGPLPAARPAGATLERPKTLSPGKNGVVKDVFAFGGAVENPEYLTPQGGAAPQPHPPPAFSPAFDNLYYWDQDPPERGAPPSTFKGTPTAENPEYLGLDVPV
Fluor 339 460: intrinsic fluorescence of library compounds, ex339/em460 – biochemical, MLSMR library, data from DPM-DC assay, artefact control, profiling panel | compound autofluorescence, ex339/em460 nm, NADH buffer; active compounds read high; 1 = no-compound wells, NADH background | fluorescence fold increase at 10 µM | 65,000 tested, 5.5% active;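 active = at 10 µM, mean starting fluorescence two-fold or more over control wells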;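 note: signal is the first read of a kinetic run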
M1 antag: M1 muscarinic receptor (rat) antagonism; P08482; CHO-M1 cells, Fluo-4 calcium, ACh EC80 antagonist mode; active compounds read low; B-score at 10 µM; 64,000 tested, 3.4% active;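 active = calcium fluorescence response, raw or row-and-column corrected B-score, differing from the plate sample mean either way at a set confidence level, mostly lower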
Starred values were filed as active, the others as inactive; nt = no result given; [ ] = dose if it differs, or a comment.

Screens by letter – A = Hsp90 inh; B = M1 ag; C = HTR1A agonist; D = D1 allo mod; E = Ec RNAP inh; F = NADH coupling; G = Her2 expr inh; H = Fluor 339 460; I = M1 antag
CN(C)c1cccc(C(=O)NCC2CCCO2)c1 (centres undefined)
  A: -4; B: -0.2; C: -0.5; D: -0.17; E: 11; F: 2%; G: 97; H: 1.4; I: 0.33
O=C(O)CCN1C(=O)c2ccncc2C1=O
  A: 0; B: 0.045; C: -5.4; D: -2; E: -5; F: 4%; G: 90; H: 1.1; I: 0.37
COc1ccc(N2CCC(CNC(=O)Nc3ccc(C)c(C)c3)C2)cc1 (centres undefined)
  A: -5; B: 2.3; C: -4.8; D: -0.92; E: 0; F: 6%; G: 90; H: 1.1; I: -0.1
COc1ccc(OC)c(NC=C2C(=O)OC3(CCCCC3)OC2=O)c1
  A: 1; B: 0.76; C: 4.5; D: 1.4; E: nt; F: 6%; G: 74; H: 1.5; I: -0.023
C=C(C)Cn1c(SCC(=O)NCc2ccco2)nc2sc3c(c2c1=O)CCC3
  A: -12; B: 0.06; C: 0.8; D: 0.99; E: 9; F: 5%; G: 92; H: 1.1; I: 0.49
COc1ccc(-n2nnc3c(=O)n(CC(=O)OCc4ccccc4)cnc32)cc1
  A: -4; B: -0.51; C: -1.6; D: -0.22; E: 2; F: 5%; G: 116; H: 1; I: -1.6
Cc1ccc(-n2c(Cc3cccn3C)nnc2SCC(=O)NC2CCCCC2)cc1
  A: -3; B: 0.011; C: -1.5; D: 1; E: 1; F: 9%; G: 99; H: 1.1; I: 1.1
Cc1nc(N)sc1-c1csc(Nc2ccccc2)n1
  A: -8; B: -0.9; C: 0.0; D: nt; E: 4; F: 4%; G: nt; H: 1.1; I: -0.54
Cn1c(=O)c2c(nc(SCCN3CCOCC3)n2Cc2ccccc2Cl)n(C)c1=O
  A: -3; B: -0.78; C: -2.6; D: -0.27; E: 3; F: 6%; G: 51; H: 1.1; I: 0.15
Clc1ccc(-c2noc(CN3CCCC3)n2)cc1
  A: -1; B: 0.25; C: -0.7; D: 0.43; E: 8; F: 7%; G: 50; H: 1.1; I: -0.045
COc1ccc(-c2nc(CCNC(=O)c3ccco3)cs2)cc1OC
  A: 0; B: 0.15; C: -1.5; D: 24*; E: 5; F: 1%[fluoresces]; G: 89; H: 2; I: 0.43
O=C(CCCc1c[nH]c2ccccc12)N1CCOCC1
  A: -1; B: 0.0079; C: -0.1; D: nt; E: nt; F: 2%; G: 90; H: 1.1; I: -0.18
O=S(=O)(Cc1ccccc1)NCC1CCCO1 (centres undefined)
  A: -4; B: 1.5; C: -1.9; D: nt; E: 5; F: 0%; G: 106; H: 1.1; I: 0.047
CCc1cccc(NS(=O)(=O)c2ccc3c(c2)oc(=O)n3C)c1
  A: -2; B: -0.37; C: -1.8; D: nt; E: 3; F: 4%; G: 83; H: 1.1; I: -0.82
CCOC(=O)C1CCN(C(C(=O)Nc2ccc3c(c2)OCCO3)c2ccccc2)CC1 (centres undefined)
  A: 2; B: -0.14; C: 0.6; D: -0.065; E: 6; F: 8%; G: 96; H: 1.1; I: 0.0075
O=C(O)CCSc1nnnn1-c1ccccc1
  A: 3; B: 0.47; C: -0.8; D: -0.027; E: -2; F: 7%; G: 96; H: 1.1; I: 0.42
O=C(NCCCN1CCN(c2ccccc2)CC1)Nc1ccccc1C(F)(F)F
  A: -3; B: -0.93; C: 2.1; D: -2.7*; E: 6; F: 6%; G: 104; H: 1.1; I: -0.69
CCOC(=O)N1CCN(C(=O)C2CCCN(S(=O)(=O)c3cccnc3)C2)CC1 (centres undefined)
  A: -2; B: 0.91; C: -4.1; D: 0.14; E: 0; F: 2%; G: 99; H: 1.1; I: -0.64
CCOc1cc2[nH]c(=S)n(CC3CCCO3)c(=O)c2cc1OCC (centres undefined)
  A: 2; B: 0.36; C: 0.7; D: 2.2; E: 5; F: 2%; G: 115; H: 1.1; I: -0.79
CCOC(=O)N1CCC(NC(=O)CCc2c(C)nc3ncnn3c2C)CC1
  A: -3; B: 0.24; C: -5.0; D: -2.9; E: 4; F: 5%; G: 155; H: 1; I: -0.24
COc1ccc2ccccc2c1C(O)c1nccn1C (centres undefined)
  A: -3; B: 0.12; C: -4.4; D: -0.1; E: 6; F: 1%; G: 100; H: 1.1; I: 0.00024
Cc1cc(NC(=O)c2cnccn2)no1
  A: 5; B: 1.8; C: 0.9; D: -0.24; E: 9; F: 3%; G: 91; H: 1.1; I: 0.69
FC(F)(F)c1cccc(N2CCN(Cc3cccnc3)CC2)c1
  A: 1; B: -1; C: -0.1; D: -0.099; E: 5; F: 9%; G: 86; H: 1; I: -0.021
O=c1cc(CSc2ccc(S(=O)(=O)N3CCCCC3)cn2)nc2sccn12
  A: 0; B: 0.74; C: 0.7; D: -4.5*; E: 4; F: 7%; G: 97; H: 1.3; I: 0.89
CCCn1cnc2cc(NCc3cccc(OC)c3)ccc21
  A: -3; B: -0.17; C: 1.5; D: -0.19; E: 4; F: 7%; G: 124; H: 1.5; I: -2.4*
Cc1cc(C)nc(Nc2nc(C)c3cc4c(cc3n2)OCO4)n1
  A: -3; B: -0.77; C: -2.6; D: -0.21; E: 6; F: 13%[fluoresces]; G: 86; H: 3.5*; I: -0.56
Cc1ccc(N2C(=O)CSC2c2cccs2)cc1 (centres undefined)
  A: -1; B: -0.64; C: -5.0; D: -0.076; E: -11; F: 6%; G: 9; H: 1.1; I: -0.55
Cc1cc(NC(=O)CCCC(=O)Nc2ccc(F)cc2)no1
  A: 2; B: 0.084; C: -0.9; D: 0.34; E: 4; F: 4%; G: 115; H: 1; I: -0.72
Cc1csc(NC(=O)CSc2nnc(-c3ccc(S(=O)(=O)N4CCCC4)cc3)o2)n1
  A: 3; B: -0.19; C: -3.0; D: -2; E: nt; F: 9%; G: 90; H: 1; I: 0.64
CC(C)[C@@H]1N[C@]2(C(=O)Nc3ccccc32)[C@@H]2C(=O)N(c3cccc(C(F)(F)F)c3)C(=O)[C@@H]21
  A: -9; B: 0.065; C: -4.9; D: -0.3; E: 5; F: 6%; G: 84; H: 1.1; I: 0.62
CCC1(C)CC(=O)N(c2ccc(C(=O)O)c(O)c2)C1=O (centres undefined)
  A: -1; B: -0.0055; C: -2.7; D: -0.88; E: 2; F: 3%; G: 84; H: 1.2; I: 0.21
CCCCCCn1c(N(CC)CC)nc2c1c(=O)[nH]c(=O)n2C
  A: -6; B: 0.41; C: 4.0; D: 1.9; E: -6; F: 11%; G: 106; H: 1.1; I: 0.63
Cc1noc(C)c1C(=O)Nc1nnc(-c2ccccc2)s1
  A: -3; B: -0.37; C: -0.6; D: -0.51; E: -1; F: 4%; G: 73; H: 1.2; I: 0.27
O=C(NCCCN1CCCC1=O)c1csc2ccccc12
  A: -10; B: nt; C: -2.4; D: 0.11; E: 11; F: 6%; G: 77; H: 1.1; I: nt
O=C(CSc1ncnc2c1oc1ccccc12)N1CCc2ccccc2C1
  A: -3; B: 0.67; C: -2.8; D: 1.2; E: 0; F: 10%; G: 78; H: 1.1; I: 0.56
CC(C)CCn1nc(C(=O)OC(C)C(=O)NC(N)=O)c2ccccc2c1=O (centres undefined)
  A: -3; B: -0.86; C: 1.1; D: nt; E: 3; F: 5%; G: 99; H: 1.1; I: 0.026
CCn1c(C(=O)NCc2ccccn2)cc2sccc21
  A: -1; B: -1.3; C: -2.4; D: nt; E: 2; F: 4%; G: 120; H: 1; I: 0.7
COc1ccccc1/C=c1\sc2nc(-c3ccncc3)nn2c1=O
  A: -2; B: -0.063; C: -3.5; D: -0.17; E: -1; F: 1%; G: 105; H: 1.1; I: 0.48
CSc1nnc(-c2ccc(F)cc2)o1
  A: 1; B: -0.64; C: 0.1; D: -1.1; E: 8; F: 3%; G: 135; H: 1.1; I: -0.029
Cc1ccc(NC(=O)C(C)N2C(=O)C3CC=C(Cl)CC3C2=O)cc1 (centres undefined)
  A: -4; B: 0.2; C: -2.8; D: -0.88; E: -10; F: 4%; G: 87; H: 1.1; I: 1
CC(C)(C)N(Cc1cc2ccccc2[nH]c1=O)C(=O)C1CCCCC1
  A: -2; B: 0.75; C: -1.1; D: -0.83; E: 8; F: 3%; G: 88; H: 1.1; I: -1.2
Cc1cc(C(=O)Nc2sc3c(c2C#N)CCCCC3)cs1
  A: -32; B: -0.35; C: 1.6; D: -3.4; E: 7; F: 3%; G: 75; H: 1.3; I: 0.42
CC(C)CNS(=O)(=O)c1ccc(CCC(=O)O)cc1
  A: -7; B: 0; C: 0.1; D: nt; E: 1; F: 3%; G: 74; H: 1.1; I: 0.052
N#CCCN(CCC#N)C(=O)c1ccc(Cl)cc1
  A: nt; B: -0.42; C: -0.9; D: 0.31; E: -8; F: 6%; G: 223; H: 1.1; I: 1.2
CCOCCCNC(=O)C1CCN(S(=O)(=O)c2c(C)noc2/C=C\c2ccc(OC)cc2)CC1
  A: 1; B: -0.38; C: 0.4; D: -0.14; E: 2; F: 8%; G: 81; H: 1.1; I: 0.34
Cc1ccc(-c2csc3n[nH]c(=S)n23)cc1
  A: 3; B: -0.066; C: -4.1; D: 1.3; E: 5; F: 31%; G: 160; H: 1; I: -0.46
COC(=O)CNc1nc(-c2cccnc2)nc2ccccc12
  A: -9; B: 2; C: 1.9; D: nt; E: 9; F: 0%; G: 152; H: 1.1; I: -0.51
COc1ccc(OC)c(-c2cc(C(=O)NCCN3CCOCC3)no2)c1
  A: 1; B: -0.47; C: -0.6; D: 1.1; E: 8; F: 4%; G: 76; H: 1.1; I: 0.045
CC1(C)Cc2c(sc(NC(=O)c3ccco3)c2C#N)CO1
  A: -1; B: 0.13; C: -3.3; D: -2; E: 4; F: 9%; G: 59; H: 0.98; I: -0.36
COc1ccc2c(CC(=O)OCC(=O)c3ccc(F)cc3)coc2c1
  A: -1; B: 0.43; C: -4.4; D: 0.025; E: 4; F: 7%; G: 103; H: 1.1; I: 0.33

One compound at a time, as listed above.
Entry for `CC1(C)Cc2c(sc(NC(=O)c3ccco3)c2C#N)CO1` → Hsp90 inh: -1; M1 ag: 0.13; HTR1A agonist: -3.3; D1 allo mod: -2; Ec RNAP inh: 4; NADH coupling: 9%; Her2 expr inh: 59; Fluor 339 460: 0.98; M1 antag: -0.36
Entry for `COc1ccc(OC)c(-c2cc(C(=O)NCCN3CCOCC3)no2)c1` → Hsp90 inh: 1; M1 ag: -0.47; HTR1A agonist: -0.6; D1 allo mod: 1.1; Ec RNAP inh: 8; NADH coupling: 4%; Her2 expr inh: 76; Fluor 339 460: 1.1; M1 antag: 0.045

Continued:
Screens by letter – A = Hsp90 inh; B = M1 ag; C = HTR1A agonist; D = D1 allo mod; E = Ec RNAP inh; F = NADH coupling; G = Her2 expr inh; H = Fluor 339 460; I = M1 antag
CC(=O)N=C1SC2CS(=O)(=O)CC2N1c1c(Cl)cccc1Cl (centres undefined)
  A: -5; B: -0.13; C: -3.5; D: -0.23; E: 7; F: 3%; G: 103; H: 1.1; I: 0.14
CC(C)NC(=O)CSCc1ccccc1Cl
  A: 0; B: 0.36; C: -1.9; D: 0.0058; E: 5; F: 5%; G: 98; H: 1; I: 0.48
CCN1C(=O)C(CC(=O)NCc2ccc(Cl)cc2)N(CC)C1=O (centres undefined)
  A: -1; B: 0.25; C: -2.6; D: -1.1; E: 3; F: 6%; G: 74; H: 1.1; I: -0.5
CCCCc1nnc(SCc2ccc(OCC)cc2)n1N
  A: -3; B: 0.36; C: -1.4; D: -0.35; E: 9; F: 3%; G: 99; H: 1.1; I: 0.69
COc1ccc(NC(=O)NCc2cccn2C)c(OC)c1
  A: -4; B: 0.65; C: 0.1; D: -0.21; E: nt; F: 3%; G: 102; H: 1; I: -0.33
O=C1OCc2cccc3cccc1c23
  A: 0; B: nt; C: nt; D: nt; E: nt; F: 17%[fluoresces]; G: 87; H: 2.1*; I: nt
O=C(NCCCNC1CCCCC1)c1ccc(/C=N/O)nc1
  A: 4; B: -0.35; C: -0.3; D: 0.56; E: 4; F: 3%; G: 68; H: 1; I: -0.038
CCC(C)NC(=O)C1=C(C)C(=O)OC12CCC(C)CC2 (centres undefined)
  A: -3; B: -0.66; C: -2.7; D: -0.3; E: 0; F: 5%; G: 78; H: 1.1; I: 0.64

Bioassay records from PubChem.
